# GLP1R ag: activates the human GLP-1 receptor; P43220; HEK293 GLP-1R CRE-luciferase, luminescence, 4-6 h; cells express a hypersensitive GLP-1R form; Potency, µM (highest dose often 45.6 µM), without a hit: at the highest dose activation, usual class: activators; 380,000 compounds, 0.007% hits; AID 624172; note: potency is the fitted concentration of half-maximal effect; % of control where 0% means no effect
# Target sequence (P43220 whole entry, looked up): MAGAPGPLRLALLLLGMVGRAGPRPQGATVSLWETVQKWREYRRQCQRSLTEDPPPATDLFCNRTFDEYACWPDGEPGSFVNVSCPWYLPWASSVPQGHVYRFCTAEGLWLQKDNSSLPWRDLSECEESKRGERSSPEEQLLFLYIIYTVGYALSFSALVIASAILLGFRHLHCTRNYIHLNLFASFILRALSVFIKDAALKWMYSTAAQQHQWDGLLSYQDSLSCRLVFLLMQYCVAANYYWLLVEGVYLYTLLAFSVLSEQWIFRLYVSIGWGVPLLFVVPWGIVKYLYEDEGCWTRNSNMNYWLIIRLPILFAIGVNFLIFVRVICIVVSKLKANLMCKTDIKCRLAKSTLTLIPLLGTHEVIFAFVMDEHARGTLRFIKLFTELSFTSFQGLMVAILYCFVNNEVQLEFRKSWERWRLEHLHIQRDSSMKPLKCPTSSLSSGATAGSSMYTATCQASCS
# DRD3 antagonist: blocks the human D3 dopamine receptor | D3R cells, DiscoveRx beta-arrestin luminescence, antagonist mode; active compounds read low | max response, negative = inhibition, % | 360,000 compounds, 2.5% hits; in the data active = max response below about -50%; inconclusive = no clear call, values can overlap the other calls; note: % is set by controls: 0 for no effect and ±100 for the full control effect; mostly tested at two doses, the higher about 12 µM
# Target sequence (P35462 whole entry, looked up): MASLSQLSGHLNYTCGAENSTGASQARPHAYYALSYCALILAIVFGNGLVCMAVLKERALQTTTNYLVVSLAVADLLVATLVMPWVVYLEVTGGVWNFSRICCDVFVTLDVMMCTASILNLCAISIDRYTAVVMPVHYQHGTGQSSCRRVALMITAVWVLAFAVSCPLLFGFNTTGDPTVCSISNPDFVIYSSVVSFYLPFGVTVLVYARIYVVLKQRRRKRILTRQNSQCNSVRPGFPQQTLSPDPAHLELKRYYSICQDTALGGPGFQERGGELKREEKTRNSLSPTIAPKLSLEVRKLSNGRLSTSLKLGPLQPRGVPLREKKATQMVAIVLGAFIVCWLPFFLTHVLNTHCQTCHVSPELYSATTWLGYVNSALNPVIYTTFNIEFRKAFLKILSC
#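 Cells expressing the human receptor were seeded at 1500 cells/well, incubated overnight at 37 degrees C in 5% CO2, then exposed to library compounds with dopamine controls for 90 minutes at 37 degrees C before luminescent detection.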
# SW480 rerep: inducers of DNA re-replication in SW480 colon cancer cells. 340,000 compounds, 1.8% hits. Potency, µM (highest dose often 46.1 µM), for inactives: at the highest dose re-replication activation, usual class: activators. SW480 DNA re-replication, Hoechst DNA content imaging, 48 h. AID 624297; note: potency is the fitted concentration of half-maximal effect; % of control where 0% means no effect; nearly all actives have a fitted effect of over 55% in size
#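 250 cells/well; 23 nL cpd via pin tool; 48 hr, 37 C, 5% CO2; Hoechst 40 min; imager read of total nuclear intensity, ex 405/em 500-530 nm.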
# IL1B secr inh: inflammasome signaling inhibition, IL-1 beta readout; THP-1 LPS/ATP IL-1B secretion, AlphaLISA, 16 h; active compounds read low; activity change, % at 57.5 µM; 360,000 compounds, 4.7% hits; AID 743279; in the data active = activity change below about -50%; inconclusive = mostly about -30% to -49%; note: % is set by controls: 0 for no effect and ±100 for the full control effect
#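 THP-1 cells pretreated 1 hr with compounds (up to 57.5 uM final), then stimulated with LPS (250 ng/mL final) plus ATP (1.25 mM final); secreted IL-1B measured by AlphaLISA after 16 hr, decreased signal indicating inhibition.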
# KB-3-1 cytotox: kills parental KB-3-1 adenocarcinoma cells. KB-3-1 viability, CellTiter-Glo ATP luminescence, 72 h. Potency, µM (series often up to 46.1 µM), without a hit: at the top dose activity change, negative = cytotoxic, actives largely listed as cytotoxic. 400,000 compounds, 1.4% hits. AID 1347075; note: potency is the fitted concentration of half-maximal effect; % is set by controls: 0 for no effect and ±100 for the full control effect; nearly all actives have a fitted effect of over 60% in size
#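 KB-3-1 cells, DMEM (no phenol red) + 10% FBS; compound by pin transfer, 72 h, 37 °C. Readout: CellTiter-Glo luminescence after 10 min. Data normalized, curve-fitted.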
# D3 ag: activates the human D3 dopamine receptor | P35462 | D3R DiscoveRx beta-arrestin cells, luminescence, 90 min | max activation, % | 410,000 compounds, 0.58% hits | AID 652048; in the data active = max activation above about 30%; note: 0% is about no effect; mostly tested at two doses, the higher about 12 µM
#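 Cells at 1500/well, incubated overnight, then treated with pinned compounds (dopamine as control) for 90 min at 37 degrees C. DiscoveRx reagent added for 30 - 60 minutes at room temperature; luminescence read.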
# KB-V1 cytotox: kills drug-selected multidrug resistant KB-V1 cells; Potency, µM (series often up to 46.1 µM), for inactives: at the top dose activity change, negative = cytotoxicity, actives largely listed as cytotoxic; 400,000 compounds, 3.4% hits; KB-V1 MDR cells viability, CellTiter-Glo, 72 h; note: potency is the fitted concentration of half-maximal effect; % is set by controls: 0 for no effect and ±100 for the full control effect; nearly all actives have a fitted effect of over 60% in size
#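 Following 72 h at 37 degrees C with compound, KB-V1 cell viability was read by CellTiter-Glo luminescence, medium being phenol-red-free DMEM plus 10% FBS; concentration-response parameters came from normalized, curve-fitted qHTS data.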
# HT1080 IDH1KD tx: toxicity to HT-1080 IDH1 knockdown cells (counter line) | HT-1080 IDH1 knockdown viability, ATP luminescence, 48 h | Potency, µM (doses to about 46.1 µM), without a hit: at the highest dose activity, negative = toxicity, actives largely listed as cytotoxic | 360,000 compounds, 2% hits;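 note: potency is the fitted concentration of half-maximal effect; 0% = DMSO wells and -100% = cell-free medium wells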
#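 Luminescent ATP read-out (CellTiter-Glo, 10 min at room temperature) after 48 h compound exposure at 37 °C gave viability of IDH1-knockdown HT-1080 cells. Activity was normalised to DMSO and cell-free wells, then fitted as concentration-response curves.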
# HT1080-NT tox: kills 2HG-producing HT-1080-NT fibrosarcoma cells; HT-1080-NT fibrosarcoma viability, CellTiter-Glo ATP luminescence, 48 h; Potency, µM (series often up to 46.1 µM), for the others: top-dose activity, negative = less viability, usual class: cytotoxic; 360,000 compounds, 1.6% hits; AID 686970;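 note: NT is the 2HG producing partner of a matched IDH1 knockdown line; potency is the fitted concentration of half-maximal effect; 0% = DMSO-treated cells and -100% = media-only wells without cells; nearly all actives have a fitted effect of over 55% in size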
#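 A 48-hour cytotoxicity screen used HT-1080-NT cells plated 2 hours before compound delivery. ATP-based CellTiter-Glo luminescence measured viability, normalized to DMSO and no-cell controls.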
# Active calls of the source: *; i = inactive; ? = inconclusive; . = no result given; & = joins results of further samples; [ ] = remark or other dose. Unless noted, calls come from the whole dose curve; as a rule, active = well fitted curve in the direction sought with a large enough effect; inconclusive = small, poorly fitted or top-dose-only effect, or another doubt; inactive = no such curve, though single readings can be large; an effect the other way counts as inactive or inconclusive. Not a hit list; 12% or so of the library scored in one or more.
1	COc1ccc(CNC(=O)C(C)N2CCN(S(=O)(=O)c3ccccc3F)CC2)cc1 (stereo not drawn)
2	COC(=O)c1ccc(NC(=O)CN2C(=O)CCC2=O)cc1
3	O=[N+]([O-])c1ccccc1S(=O)(=O)N1CCN(C2CCCC2)CC1
4	Cc1cc(C)cc(OCC(=O)NN2Cc3ccccc3C2=N)c1
5	CCCCN1CC(N2CCN(C(=O)c3ccco3)CC2)CS1(=O)=O (stereo not drawn)
6	COc1cc(NC(=S)NC2CC(C)(C)NC(C)(C)C2)cc(OC)c1
7	COc1ccc(CN(C)C(=O)c2[nH]c(C)c(C(C)=O)c2C)cc1F
8	CCOC(=O)N1CCC(NC(=O)CC2C(=O)NCCN2Cc2cccc(F)c2F)CC1 (stereo not drawn)

assay / compound	1	2	3	4	5	6	7	8
GLP1R ag	9%	-11%	-3%	5%	3%	0%	11%	-9%
DRD3 antagonist	0	-20	-59*	13	0	-28	12	9
SW480 rerep	-3%	-15%	7%	-6%	.	13%	5%	4%
IL1B secr inh	10	-7	0	1	10	-20	61	6
KB-3-1 cytotox	5%	-7%	15%	14%	0%	0%	-2%	.
D3 ag	3	-1	-27	-10	-3	-13	24	10
KB-V1 cytotox	23µM*	1%	-6%	-15%	0%	12%	?	.
HT1080 IDH1KD tx	9%	19%	1%	-4%[9.24 µM]	3%	-23%	-17%	8%
HT1080-NT tox	0%	12%	-1%	2%	14%	-3%	-8%	-1%

# The closing 4 compounds of the part before lead into the next.
5	CCCCN1CC(N2CCN(C(=O)c3ccco3)CC2)CS1(=O)=O (stereo not drawn)
6	COc1cc(NC(=S)NC2CC(C)(C)NC(C)(C)C2)cc(OC)c1
7	COc1ccc(CN(C)C(=O)c2[nH]c(C)c(C(C)=O)c2C)cc1F
8	CCOC(=O)N1CCC(NC(=O)CC2C(=O)NCCN2Cc2cccc(F)c2F)CC1 (stereo not drawn)
9	Cc1sc2nc(CSCC(=O)Nc3c(F)cccc3F)[nH]c(=O)c2c1C
10	COC(=O)C1SCC2C(=O)N(Cc3ccc(Cl)cc3)CC(=O)N21 (stereo not drawn)
11	O=C(N[C@H]1CCCCNC1=O)c1cc(COc2ccc(F)cc2F)on1
12	CN(Cc1ccccc1)C(=O)Cn1nnc(-c2ccccc2)c1COc1ccc2ccccc2c1
13	COC(=O)c1cn(C(=O)c2ccccc2Cl)c2ccccc12
14	CCOc1ccc(C(=O)C(C)OC(=O)c2nc(Cl)ccc2Cl)cc1 (stereo not drawn)
15	N#Cc1ccc(Oc2ccc(S(=O)(=O)N3CCCCC3)cn2)cc1
16	CCOc1ccc(S(=O)(=O)/N=C(/Nc2ccc(OC)cc2)c2ccccc2)cc1

assay / compound	5	6	7	8	9	10	11	12	13	14	15	16
GLP1R ag	3%	0%	11%	-9%	3%	1%	7%	0%	7%	2%	2%	3%
DRD3 antagonist	0	-28	12	9	5	8	-6	24	-10	15	-18	-5
SW480 rerep	.	13%	5%	4%	-9%	1%	-3%	.	3%	4%	5%	-4%
IL1B secr inh	10	-20	61	6	17	-8	-10	-7	31	2	3	i
KB-3-1 cytotox	0%	0%	-2%	.	?	17%	-10%	?	?	-1%	-1%	25%
D3 ag	-3	-13	24	10	7	3	4	0	-13	5	2	5
KB-V1 cytotox	0%	12%	?	.	-21%	-11%	-18%	0%	-8%	0%	?	?
HT1080 IDH1KD tx	3%	-23%	-17%	8%	7%	-8%	-4%	-10%	?	-8%	-13%	3%
HT1080-NT tox	14%	-3%	-8%	-1%	2%	-4%	0%	-23%	-21%	7%	-5%	5%

17	CC(=O)Nc1ccccc1NC(=O)C/C(C)=N/NC(=O)C(=O)N1CCCCC1
18	O=C(Nc1ccccc1)C1Cc2c(-c3ccccc3Oc3ccccc3)ccnc2O1 (stereo not drawn)
19	CCCc1nc(SCC(=O)c2ccc3c(c2)NC(=O)CO3)[nH]c(=O)c1CC
20	O=C(COC(=O)Cc1ccccc1[N+](=O)[O-])NCC1CCCCC1
21	COc1ccccc1NC(=O)N1CCC(C(=O)c2ccc(F)cc2)CC1
22	Cn1c(=O)[nH]c(=O)c2c1nc(NCc1ccccc1)n2Cc1ccc(F)cc1
23	CN(CCCC(=O)Nc1ccc(Br)cc1F)S(=O)(=O)c1ccccc1
24	O=C(NC1CCCCC1)N1CCCC(CNS(=O)(=O)Cc2ccccc2)C1 (stereo not drawn)

assay / compound	17	18	19	20	21	22	23	24
GLP1R ag	-1%	-7%	0%	6%	6%	3%	-3%	4%
DRD3 antagonist	-15	-9	2	-15	-10	4	-4	15
SW480 rerep	2%	.	-4%	-4%	-7%	0%	-3%	-1%
IL1B secr inh	0	-57*	13	0	-9	-5	18	22
KB-3-1 cytotox	-2%	-2%	-4%	-7%	4%	12%	-21%	?
D3 ag	-9	9	4	3	-15	0	2	9
KB-V1 cytotox	-3%	-16%	0%	-2%	21µM*	8%	?	?
HT1080 IDH1KD tx	2%	?	-10%	7%	-4%	-2%	4%	12%
HT1080-NT tox	0%	?	-7%	5%	20%	7%	-2%	-2%

25	CC1CCN(C2=NC(=O)/C(=C/c3ccccc3F)S2)CC1
26	O=C(Nc1ccc(-c2cn3ccccc3n2)cc1)c1ccc(Cl)cc1
27	Cc1[nH]nc2c1/C(=N\O)CCC2
28	CCOc1ccc(C(=O)COC(=O)c2nc3nccc(C)n3n2)cc1
29	COC(=O)Cc1csc(NCc2ccccc2)n1
30	CC(C)Cc1ccc(C(=O)Nc2ccc(Cc3ccncc3)cc2)o1
31	COc1ccc(C(=O)NN/C(=N/S(=O)(=O)c2ccc(C)cc2)c2ccccc2)cc1
32	COc1ccc(S(=O)(=O)N2CCCCCC2)cc1NC(=O)CCCOc1ccccc1

assay / compound	25	26	27	28	29	30	31	32
GLP1R ag	9%	3%	0%	-1%	13%	-3%	1%	11%
DRD3 antagonist	-24	-12	-28	-16	2	-23	-17	2
SW480 rerep	-3%	22%	-5%	-1%	-4%	1%	-24%	-8%
IL1B secr inh	-99*	21	0	7	19	-91*	-12	13
KB-3-1 cytotox	1%	9%	1%	5%	2%	-3%	-13%	-1%
D3 ag	-41	8	-11	-5	6	-7	-2	-4
KB-V1 cytotox	-27%	6%	12%	0%	6%	-10%	-19%	-9%
HT1080 IDH1KD tx	-21%	17%	19%	1%	5%	-24%	-3%	0%
HT1080-NT tox	-4%	20%	1%	2%	17%	-25%	27%	-3%

33	CCc1ccccc1N1C(=O)CN(Cc2cc(OC)c(OC)c(OC)c2)C1=S
34	O=C(CN1C(=O)C2C3CCC(C3)C2C1=O)OCC(=O)c1ccc(Br)cc1 (stereo not drawn)
35	CCC(=O)N(CCC1(C(C)C)CCOC(C)(C)C1)Cc1ccco1 (stereo not drawn)
36	CN1C=CC(C(C(N)=O)c2ccccc2)c2ccccc21 (stereo not drawn)
37	NC(=O)c1cc([N+](=O)[O-])ccc1NCC1CCCCC1
38	CN(C)CC(C)(C)CNC(=O)C1CCN(CCCc2ccccc2)CC1
39	Cc1cc(NC(=O)c2cc(-c3cccc(OCC(C)C)c3)nc3ccccc23)no1
40	CCN(C(=O)COC(=O)CC1CCCCC1)c1c(N)n(Cc2ccccc2)c(=O)[nH]c1=O

assay / compound	33	34	35	36	37	38	39	40
GLP1R ag	21%	-1%	5%	3%	5%	1%	2%	-7%
DRD3 antagonist	3	-11	-2	16	2	3	40	5
SW480 rerep	20%	0%	11%	.	-12%	?	15%	-29%
IL1B secr inh	-9	2	1	12	10	0	0	14
KB-3-1 cytotox	0%	-3%	0%	-11%	-29%	1%	-4%	-10%
D3 ag	7	-1	2	3	0	8	-5	-8
KB-V1 cytotox	-14%	-16%	0%	8%	-4%	0%	-4%	8%
HT1080 IDH1KD tx	0%	-2%	5%	-11%	3%	-4%	-1%	1%
HT1080-NT tox	-9%	-4%	6%	-5%	-1%	0%	-14%	-1%

# Rewritten with two lines to a compound: two of the compounds above.
# Value order: GLP1R ag	DRD3 antagonist	SW480 rerep	IL1B secr inh	KB-3-1 cytotox	D3 ag	KB-V1 cytotox	HT1080 IDH1KD tx	HT1080-NT tox
37: NC(=O)c1cc([N+](=O)[O-])ccc1NCC1CCCCC1
    5%	2	-12%	10	-29%	0	-4%	3%	-1%
38: CN(C)CC(C)(C)CNC(=O)C1CCN(CCCc2ccccc2)CC1
    1%	3	?	0	1%	8	0%	-4%	0%

# The listing continues:
41	CC(=O)Oc1ccc2c(c1)O/C(=C\c1ccncc1)C2=O
42	Cc1ccc(C(=O)N(Cc2ccco2)c2c(N)n(Cc3ccccc3)c(=O)[nH]c2=O)cc1
43	CCC1CCCCN1CCCNC(=O)c1cc2c(Cl)nc3ccccc3c2s1 (stereo not drawn)
44	CNC(=O)CSc1nc2sccc2c(=O)n1-c1ccccc1
45	CCCOC(=O)Nc1ccc(S(=O)(=O)Nc2ncccn2)cc1
46	COC(=O)[C@]1(C)N[C@H](c2ccc(SC3CCCCC3)cc2)[C@@H]2C(=O)N(C)C(=O)[C@@H]21
47	O=C(O)/C=C/C(=O)NCCC1=CCCCC1
48	CCCOc1ncnc2c1[nH]c1ccc(OC)cc12
49	O=C(CN1CCOCC1)Nc1cccc(C(=O)Nc2cccc(C(F)(F)F)c2)c1

assay / compound	41	42	43	44	45	46	47	48	49
GLP1R ag	3%	0%	-5%&2%	16%	9%	5%	-7%	12%	-5%
DRD3 antagonist	-22	9	-9	16	-2	-7	13	34	-14
SW480 rerep	?	.	?	-6%	1%	-2%	7%	20%	-5%
IL1B secr inh	?	23	?	41	5	22	14	2	21
KB-3-1 cytotox	0%	1%	?	7%	11%	4%	2%	?	3%
D3 ag	-5	4	-13&-13	27	3	-13	3	13	8
KB-V1 cytotox	18%	-1%	?	-22%	12%	-13%	?	15µM*	0%
HT1080 IDH1KD tx	-9%	8%	?	-3%	2%	14%	12%	-10%	-3%
HT1080-NT tox	3%	10%	?	-7%	0%	5%	7%	-18%	-8%
